High-throughput results (PubChem)
OX1R antag – antagonists of human orexin 1 receptor (OX1R); Orexin/Hypocretin receptor type 1 (Homo sapiens), O43613; OX1R-expressing cells, FRET antagonist read-out; inhibition, % at 6.6 µM; 330,000 tested, 1.8% active; AID 485270, 2010; in the data active = inhibition mostly above about 38%, no sharp cut-off; inactive = mostly below about 40%;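 also: 0% = agonist challenge alone and 100% = reference antagonist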
Target sequence (O43613 whole entry, looked up): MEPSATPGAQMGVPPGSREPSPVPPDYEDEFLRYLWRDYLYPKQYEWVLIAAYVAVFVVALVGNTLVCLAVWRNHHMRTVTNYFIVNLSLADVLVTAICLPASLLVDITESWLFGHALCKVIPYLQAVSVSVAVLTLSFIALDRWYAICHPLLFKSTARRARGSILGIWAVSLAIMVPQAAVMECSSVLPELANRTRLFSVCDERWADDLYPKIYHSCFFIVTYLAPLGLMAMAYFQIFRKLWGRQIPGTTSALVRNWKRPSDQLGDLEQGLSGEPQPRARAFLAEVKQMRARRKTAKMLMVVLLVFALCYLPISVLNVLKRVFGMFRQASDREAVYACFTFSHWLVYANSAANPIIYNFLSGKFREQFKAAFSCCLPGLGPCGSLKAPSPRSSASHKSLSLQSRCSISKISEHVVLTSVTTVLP
STK33 inh – inhibitors of purified STK33 kinase, primary screen, biochemical, ADP-Glo luminescence, homogeneous, cell-free. inhibition, % at 10 µM. Serine/threonine-protein kinase 33 (Homo sapiens), Q9BYT3. MBP phosphorylation. 320,000 tested, 0.073% active;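 active = inhibition at or above 25%, using the most active replicate where run in duplicate; inactive = inhibition below 25%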
Target sequence (Q9BYT3 whole entry, looked up): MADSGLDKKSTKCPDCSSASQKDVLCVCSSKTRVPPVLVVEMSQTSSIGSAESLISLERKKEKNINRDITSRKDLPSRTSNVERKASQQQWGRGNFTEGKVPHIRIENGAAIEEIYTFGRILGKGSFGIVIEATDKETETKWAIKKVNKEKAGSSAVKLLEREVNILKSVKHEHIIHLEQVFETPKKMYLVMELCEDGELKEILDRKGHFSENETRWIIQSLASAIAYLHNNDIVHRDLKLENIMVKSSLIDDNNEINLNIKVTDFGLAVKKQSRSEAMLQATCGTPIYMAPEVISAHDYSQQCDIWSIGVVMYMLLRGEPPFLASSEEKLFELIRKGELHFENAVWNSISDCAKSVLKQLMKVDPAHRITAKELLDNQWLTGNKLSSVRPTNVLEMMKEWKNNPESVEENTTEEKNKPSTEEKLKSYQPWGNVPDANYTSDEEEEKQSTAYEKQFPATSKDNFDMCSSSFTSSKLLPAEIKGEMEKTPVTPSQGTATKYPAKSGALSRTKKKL
* = called active by the depositor; . = not tested or not shown.

item	smiles	OX1R antag	STK33 inh
1	O=C(O)c1ccccc1C(=O)NCC(O)COCC1CC=CCC1 (stereo unspecified)	13	-0.1
2	C=CCn1c(=N)n(CC(=O)c2ccc(Br)s2)c2ccccc21	8	0.4
3	O=C(COC(=O)c1ccc(Cl)c(S(=O)(=O)N2CCN(c3ccc(F)cc3)CC2)c1)Nc1cccc(Cl)c1	17	.
4	COc1cc(OC)cc(C(=O)NCc2nc(-c3ccccc3)no2)c1	26	1.0
5	CCN(CC)CCNc1nc(-c2ccco2)c2c(c1C#N)CC(C)(C)OC2	17	-0.6
6	Cc1ncc([N+](=O)[O-])n1CC(=O)Nc1ccc(F)c(Cl)c1	4	0.8
7	COc1ccc2c(CC(=O)OCC(=O)Nc3ccc(S(N)(=O)=O)cc3)coc2c1	3	-1.5
8	CCOc1ccccc1N1CC(C(=O)NNC(=O)c2ccc(F)cc2)CC1=O (stereo unspecified)	6	-0.2
9	Cn1cc(C(=O)C(=O)NCCc2ccccc2)c2ccccc21	.	-3.1
10	Cc1cc(C(=O)COC(=O)CNC(=O)c2ccc(F)cc2)c(C)n1Cc1ccco1	5	-0.7
11	CCOC(=O)Cn1nnnc1C(CC)N(Cc1ccccc1)Cc1cc2cc(C)ccc2[nH]c1=O (stereo unspecified)	11	-0.4
12	Cc1nc(NC(=O)c2cccc(Cl)c2)sc1-c1csc(Nc2cccc(Cl)c2)n1	10	-0.7
13	Cc1cccc(NC(=O)c2cc(-c3ccc(C)c(C)c3O)n[nH]2)c1	.	-0.9
14	C=CCOc1ccc(/C=C(\C#N)C(=O)Nc2ccccn2)cc1	-1	1.3
15	Cc1cc(C)n2nc(S(=O)(=O)NC3CCCCC3)nc2n1	10	-2.0
16	Cc1ccc(C)c(N2N=C(C(=O)NCCN3C(=O)S/C(=C\c4cccnc4)C3=O)CCC2=O)c1	32	0.1
17	COc1cc(C2c3[nH]c4ccccc4c3C[C@H]3C(=O)N(C4CC4)CC(=O)N23)ccc1OC(C)C (stereo partly specified)	1	-2.3
18	CC1CCN(CCCN2C(=O)C3C(C(=O)Nc4ccc(Cl)cc4)C4C=CC3(O4)C2C(=O)NC2CCCCC2)CC1 (stereo unspecified)	4	-0.3
19	Cc1ccc(N2C(=O)CS(=O)(=O)CC2=O)cc1	3	-0.8
20	COc1ccc(C(=O)N2CCCC2)cc1S(=O)(=O)N1CCOCC1	15	-0.1
21	Cc1cc(C(=O)Nc2cccc(C(=O)O)c2)c(C)o1	6	-0.1
22	O=C(Nc1cc(C(F)(F)F)ccc1Cl)c1cccnc1	16	-1.3
23	O=C(COc1ccccc1[N+](=O)[O-])N/N=C/c1cccc(OC(=O)c2ccc3c(c2)OCO3)c1	15	-2.8
24	Nc1cc(N)nc(SCC(=O)NC(=O)NC2CCCC2)n1	2	0.6
25	COc1ccc(NC(=O)CCCCCN2C(=O)c3cccc([N+](=O)[O-])c3C2=O)c(OC)c1	38	0.6
26	C=CCN1C2CCCC1CC(NC(=O)Nc1cccc(C(C)=O)c1)C2 (stereo unspecified)	11	0.2
27	CCCCCCNC(=O)c1c(O)c2ccccc2[nH]c1=O	21	0.2
28	COc1ccc(CCN2CC(O)=C(c3nc4ccccc4c(=O)[nH]3)C2=N)cc1OC	5	1.4
29	CC1=C(C)C(=O)OC(C(C)C2CCC3C4CC=C5CC(OC6OC(COC7OC(CO)C(O)C(O)C7O)C(O)C(O)C6O)CC(O)C5(C)C4CCC23C)C1 (stereo unspecified)	3	-0.7
30	CCOC(=O)c1csc(-c2ccc3c(c2)CCO3)n1	11	1.6
31	COc1ccc(N/N=C(/C(N)=O)C2=NC(C)(C)Cc3ccccc32)cc1	10	8.5
32	O=C(N[C@@H](Cc1c[nH]c2ccccc12)C(=O)O)C1CCN(S(=O)(=O)c2cccs2)CC1	-4	1.0
33	Cn1c(CNC(=O)CCNC(=O)c2cccc(Cl)c2)cc(=O)n(C)c1=O	27	5.3
34	CC1Oc2ccccc2N(Cc2ccc(F)cc2)C1=O (stereo unspecified)	17	-0.7
35	Cc1ccc2cc(C#N)c(NCCNC(=S)NCCCN3CCOCC3)nc2c1	7	-1.1
36	O=C(CCCN1C(=O)/C(=C/c2cccs2)SC1=S)Nc1cccnc1	19	0.2
37	CCOC(=O)N1CCN(C(=O)c2ccccc2NC(C)=O)CC1	17	-1.0
38	CC(C)(C)c1nnc(NC(=O)C2CCN(C(=O)c3ccco3)CC2)s1	11	-1.8
39	CCOc1ccc(C(C)C)cc1S(=O)(=O)Nc1ccc(Cl)cn1	2	-0.8
40	Cc1oc2c(c1C(=O)NCCO)CCCC2	9	-1.1
41	Cc1ccc(NS(=O)(=O)c2cc(C(=O)N3CCN(CCO)CC3)ccc2C)cc1	-1	.
42	N#CCC(=O)N1CCN(Cc2ccc3c(c2)OCO3)CC1	6	0.2
43	COC(=O)c1ccc(C2NC(C(=O)O)CS2)cc1 (stereo unspecified)	2	-0.6
44	CCCC(=O)Nc1ccc(-c2nc3cc(C)c(C)cc3o2)cc1	13	0.6
45	CN1CC(=O)NC1=NC(=O)c1ccc(Cl)c(S(=O)(=O)N2CCCCCC2)c1	-4	0.2
46	Nc1nc(SCc2c(Cl)cccc2Cl)n[nH]1	1	-0.8
47	O=C(c1ccc(N2CCOCC2)c([N+](=O)[O-])c1)N1CCCCC1	20	-0.4
48	CCC(=NC)C1=C(O)CC(c2ccccc2)CC1=O (stereo unspecified)	11	1.6
49	CN1CCN(S(=O)(=O)c2ccc3c(c2)OCCO3)CC1	-3	-2.4
50	CCOc1cc(/C=C(\C#N)C(=O)Nc2ccc(S(N)(=O)=O)cc2)ccc1OCCN1CCOCC1	-2	2.3

Other results follow.
item	smiles	OX1R antag	STK33 inh
51	CC(=O)Nc1ccc(NC(=O)C(C)O/N=C/c2cccc([N+](=O)[O-])c2)cc1 (stereo unspecified)	17	-0.1
52	C#CCOC(=O)C[N+](C)(C)CC=C	3	1.2
53	COCCn1cnnc1SCC(=O)c1ccc(S(=O)(=O)N2CCCC2)cc1	29	0.2
54	COc1ccc(NC(=O)CSc2nnc(-c3cccs3)n2N)c(OC)c1	21	-0.4
55	COc1cccc(C2CC(C(F)(F)F)n3ncc(C(=O)NCc4ccco4)c3N2)c1 (stereo unspecified)	15	-1.5
56	Cc1nnsc1-c1nc2ccccc2[nH]1	34	0.8
57	C/C(=N\Nc1ccc([N+](=O)[O-])cc1[N+](=O)[O-])C(C)(C)C(C(=O)O)C(=O)O	73*	-1.0
58	Cc1ccc(NC(=O)C2(c3ccc([N+](=O)[O-])cc3)CCCC2)cc1	13	-0.9
59	CCOC(=O)C1=C(N)OC2=C(C(=O)CCC2)C1c1ccc2c(c1)OCO2 (stereo unspecified)	5	-0.2
60	COCCNC(=O)CN(C(=O)CCC(=O)Nc1nccs1)c1ccc2c(c1)OCO2	10	-1.3

Compound profiles, from the list above:
Record of `CCOC(=O)C1=C(N)OC2=C(C(=O)CCC2)C1c1ccc2c(c1)OCO2` (stereo unspecified) : OX1R antag = 5; STK33 inh = -0.2
Record of `Cc1ccc(NC(=O)C2(c3ccc([N+](=O)[O-])cc3)CCCC2)cc1` : OX1R antag = 13; STK33 inh = -0.9

(cont.)
item	smiles	OX1R antag	STK33 inh
61	COc1cc(C(=O)N2CCN(c3cccc(C)c3C)CC2)cc(OC)c1OC	6	0.7
62	Cc1ccccc1CC(=O)NC1CCCCCC1	2	0.0
63	Cc1nc2c(ccc3c([N+](=O)[O-])cccc32)c(C)c1C	19	-2.6
64	CC(C)CN1C(=S)SC(C)(C)C1n1oc(=O)n(-c2ccc(Cl)cc2)c1=O (stereo unspecified)	9	-1.9
65	c1ccc2c(c1)Sc1ccccc1-n1cnnc1-2	13	-0.2
66	c1ccc2c(c1)nc(N1CCCCCC1)c1ccccc12	6	-1.0
67	CC(O)CNc1nc2c(c(=O)n(C)c(=O)n2C)n1Cc1cccc(Br)c1 (stereo unspecified)	13	-1.8
68	O=C1[C@H]2[C@H](C=CC[C@H]2C(=O)N2CCN(c3ccccc3)CC2)CCN1Cc1ccc(Cl)c(Cl)c1	16	0.4
69	CC(=O)Nc1ccc(OCC(O)CN2CCN(S(=O)(=O)c3ccc(NC(C)=O)cc3)CC2)cc1 (stereo unspecified)	10	-0.8
70	COc1ccc(N=C(C)C2=C(O)COC2=O)cc1	32	1.0
71	N#CC1=C(N)Oc2nc[nH]c(=O)c2C1c1cccs1 (stereo unspecified)	20	0.3
72	O=C(CC1CCC1)NC(c1ccccc1)c1ccccc1	41	-1.3
73	Cc1ccc(OCc2n[nH]c(=S)n2N)cc1C	5	-0.5
74	COc1ccc(NC(=O)C2=NNC(=O)CC2)cc1S(=O)(=O)N1CCCCC1	12	-1.6
75	COCCNc1ccc([N+](=O)[O-])cc1C(=O)NC1CCCc2ccccc21 (stereo unspecified)	14	-1.3
76	COc1ccc(C(=O)NNC2CC(=O)N(Cc3ccccc3)C2=O)cc1OC (stereo unspecified)	1	-2.1
77	c1cncc(-c2nnc(SCc3nc4ccccc4[nH]3)o2)c1	27	-0.3
78	CSc1cccc(NC(=O)/C=C/c2cccc(Cl)c2)c1	78*	-0.2
79	Cc1ccc(-c2nc3ccccc3c(=O)n2CCN2CCOCC2)cc1	5	2.2
80	CC(=O)OCC(=O)[C@@]1(O)CC[C@H]2[C@@H]3CCC4=CC(=O)CC[C@]4(C)[C@H]3C(=O)C[C@@]21C	4	-1.1

Structural class: the compounds so far with bromine
item	smiles	OX1R antag	STK33 inh
2	C=CCn1c(=N)n(CC(=O)c2ccc(Br)s2)c2ccccc21	8	0.4
67	CC(O)CNc1nc2c(c(=O)n(C)c(=O)n2C)n1Cc1cccc(Br)c1 (stereo unspecified)	13	-1.8

(cont.)
item	smiles	OX1R antag	STK33 inh
81	Cc1cc(Cl)ccc1OCC(=O)NN1C(=O)C2C3C=CC(C3)C2C1=O (stereo unspecified)	29	0.2
82	CCCCC(=O)Nc1cc(N(C)C)nc2ccccc12	1	-1.6
83	Cc1nn(CCCC(=O)Nc2c(F)cc(F)cc2Br)c(C)c1[N+](=O)[O-]	6	-0.9
84	COc1ccc(C2/C=C\CN(C(=O)CC(C)(C)C)CC(=O)N2Cc2ccc(F)cc2)cc1 (stereo unspecified)	38	1.2
85	O=C1NC(=Nc2ccc(O)cc2)S/C1=C\C=C\c1ccco1	8	5.9
86	COc1ccccc1N1CCN(C(=O)c2ccc(CN3CCc4ccccc4C3)cc2)CC1	-5	-2.0
87	Cc1c(C(=O)NC2CCCCC2)oc2ccccc12	24	0.6
88	Cc1cccc(C)c1NC(=O)Nc1ccccc1-n1ccnc1	5	-2.3
89	O=C(NCc1ccco1)c1ccccc1	-7	-2.1
90	Cc1ccc(NC(=O)CSc2nc(NS(=O)(=O)c3ccccc3)cc(=O)[nH]2)cc1	8	-1.8
91	Cc1ccc(-n2c(N)c(C(=O)N3CCOCC3)sc2=S)cc1	15	0.8
92	COc1ccc(NC(=S)N2CCC(Cc3ccccc3)CC2)cc1	.	-1.9
93	N#C/C(=C\c1c(N2CCCCCC2)nc2ccccn2c1=O)C(=O)NCc1ccco1	12	1.6
94	COc1cccc(N2CCN(C(=S)NCc3ccco3)CC2)c1	10	9.3
95	COc1ccc(C2=C(Nc3ccc(F)cc3)c3ccccc3C2=O)cc1	4	-1.8
96	CCCCOc1cccc(C(=O)NC(=S)Nc2cccc(C(F)(F)F)c2)c1	10	0.0
97	COC(=O)CN=Cc1c(O)n(-c2ccc(Cl)cn2)c(=O)c2ccccc12	17	-0.8
98	Nc1nc2ccc(S(=O)(=O)c3ccc4nc(N)sc4c3)cc2s1	12	-1.2
99	CN(C(=O)COC(=O)CNC(=O)c1ccccc1Cl)c1ccccc1	22	-0.6
100	Cc1nc2ccc(NS(=O)(=O)c3c(C)c(C)cc(C)c3C)cc2s1	16	-2.0
101	COc1cc(Nc2ccc(S(N)(=O)=O)cc2)c([N+](=O)[O-])nc1[N+](=O)[O-]	48*	-0.5
102	COC(=O)C[C@H]1c2cc(C(F)(F)F)ccc2S(=O)(=O)N1c1ccc(N(C)C)cc1	0	-0.1
103	COc1ccc(NCc2nnc(SCC(=O)c3ccc(C)cc3)o2)cc1	22	-0.1
104	Cc1cc(OCc2cc(C(=O)N(C)C3CCOC3)no2)cc(C)c1Cl (stereo unspecified)	8	0.2
105	COc1ccc(NC(=O)c2ccc(C(=O)Nc3ccc(OC)cc3OC)cc2)c(OC)c1	22	-1.1
106	CCCN(CCC)c1ccc(/C=N/NC(=O)CN2CCOCC2)cc1	9	0.4
107	O=C(Nc1ccc(Oc2cccc(C(F)(F)F)c2)nc1)c1cccs1	30	-1.8
108	CC(C)(C)C(=O)Nc1ccc(C(=O)NCc2cccnc2)cc1	3	-0.9

3 of the entries above in order of the OX1R antag value, lowest first.
| no. | mol | OX1R antag | STK33 inh |
| --- | --- | --- | --- |
| 96 | CCCCOc1cccc(C(=O)NC(=S)Nc2cccc(C(F)(F)F)c2)c1 | 10 | 0.0 |
| 100 | Cc1nc2ccc(NS(=O)(=O)c3c(C)c(C)cc(C)c3C)cc2s1 | 16 | -2.0 |
| 97 | COC(=O)CN=Cc1c(O)n(-c2ccc(Cl)cn2)c(=O)c2ccccc12 | 17 | -0.8 |
